BCLXL inh: inhibitors of human Bcl-xL, primary screen, biochemical, fluorescence polarization, HTS | GST-Bcl-xL / FITC-Bim BH3 peptide fluorescence polarization | inhibition, % at 10.9 µM | actives 0.7% (n = 320,000) | AID 2129, 2009;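 active = inhibition above the mean of all tested compounds plus 3 SD, cutoff set per campaign, cut at about 30% in these data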;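 also: 0% = DMSO wells and 100% = unlabeled Bim-BH3 peptide competitor; inhibitors lower millipolarization by displacing the labeled peptide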
Target sequence (Q07817 whole entry, looked up): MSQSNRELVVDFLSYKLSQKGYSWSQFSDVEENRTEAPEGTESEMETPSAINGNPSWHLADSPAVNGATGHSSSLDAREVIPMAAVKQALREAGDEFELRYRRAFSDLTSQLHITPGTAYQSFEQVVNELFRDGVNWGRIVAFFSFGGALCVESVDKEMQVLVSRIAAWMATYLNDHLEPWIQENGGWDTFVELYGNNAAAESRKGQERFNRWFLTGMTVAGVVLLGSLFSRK
ZTA counter: blocks Epstein-Barr virus ZTA, an EBNA-1 counter-screen. P03206. ZTA-DNA binding, fluorescence polarization. inhibition, % at 11 µM. actives 0.15% (n = 320,000). AID 2234; in the data active = inhibition above about 33%
GLD-1 TGE inh: GLD-1/TGE RNA complex disruptors, primary screen, biochemical, fluorescence polarization. purified GLD-1 + fluorescein TGE RNA. Female germline-specific tumor suppressor gld-1 (Caenorhabditis elegans), Q17339. inhibition, % at 5.96 µM. actives 0.44% (n = 320,000);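 active = percent inhibition above a per-plate cutoff, the plate mean of test compounds plus 3 SD, cut at about 30% in these data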;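 also: 0% = DMSO wells with GLD-1 and probe and 100% = wells lacking GLD-1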
Target sequence (Q17339 whole entry, looked up): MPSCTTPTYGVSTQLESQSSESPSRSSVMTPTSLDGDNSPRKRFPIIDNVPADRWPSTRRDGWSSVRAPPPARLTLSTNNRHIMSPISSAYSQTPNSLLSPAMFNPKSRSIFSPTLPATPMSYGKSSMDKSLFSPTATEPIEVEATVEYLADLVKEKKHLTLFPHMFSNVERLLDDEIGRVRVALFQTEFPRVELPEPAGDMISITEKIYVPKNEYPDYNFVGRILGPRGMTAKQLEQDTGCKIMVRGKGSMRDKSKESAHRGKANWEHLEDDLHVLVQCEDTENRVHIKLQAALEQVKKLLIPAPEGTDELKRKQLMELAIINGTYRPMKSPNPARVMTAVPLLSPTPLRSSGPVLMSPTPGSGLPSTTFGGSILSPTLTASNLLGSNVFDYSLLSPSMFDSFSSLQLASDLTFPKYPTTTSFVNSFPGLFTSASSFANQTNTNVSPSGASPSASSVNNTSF
MEX-5 binding: MEX-5 zinc finger RNA-binding disruptors – biochemical, C. elegans, fluorescence polarization, MLPCN library, primary screen; MEX-5/FITC-TCR2 RNA binding; active compounds read low; activity score (negative = inhibition of binding), % at 10 µM; actives 0.38% (n = 300,000); AID 1832, 2009;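 active = inhibition past about -25% in most replicates, and total fluorescence under double the plate's negative control median, limit read from the data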;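 also: 0% = DMSO and -100% = 5 µM competing unlabeled TCR2 RNA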
EBNA-1 inhibitor: EBNA-1 DNA-binding inhibitors, primary screen, biochemical, fluorescence polarization. inhibition, % at 14.8 µM. actives 0.34% (n = 300,000). AID 1950, 2009; in the data active = inhibition above about 28%
CR mimetic SO: reduction of superoxide in aged yeast, primary screen, HTS; actives 0.18% (n = 330,000); S. cerevisiae aged cells, superoxide DHE fluorescence; active compounds read low; superoxide response (% of plate mean), % at 10 µM; AID 2690, 2010;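 active = superoxide response under a set limit, about three screen SD below normal, cut at about 65% in these data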;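 also: yeast aged for seven days with compound at 30 °C before DHE staining; 100% = average MFI of all compound-treated wells on the plate with controls excluded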
Fam108B inh: mouse Fam108B serine hydrolase inhibitors, primary screen, counter-screen for RBBP9 inhibitor project, biochemical, fluorescence polarization | recombinant Fam108B, FP-Rh probe fluorescence polarization | inhibition, % at 9.51 µM | actives 0.33% (n = 300,000) | AID 1947, 2009;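 active = inhibition above the screen mean inhibition plus 3 SD, computed separately per campaign, cut at about 18% in these data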;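 also: inhibitors lower polarization as less probe binds the enzyme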
MCL1-BIM inh: inhibitors of MCL1 binding to BIM-BH3, primary screen, biochemical, fluorescence polarization; GST-MCL1 / FITC-Bim-BH3 fluorescence polarization; actives 0.68% (n = 320,000); inhibition, % at 10.9 µM; Induced myeloid leukemia cell differentiation protein Mcl-1 (Homo sapiens), Q07820; AID 2057, 2009;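 active = inhibition above the mean inhibition of all tested compounds plus 3 SD, set per campaign, cut at about 40% in these data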;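 also: 0% = DMSO wells and 100% = unlabeled Bim-BH3 peptide control; higher means more loss of mP so more displacement of Bim peptide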
Target sequence (Q07820 whole entry, looked up): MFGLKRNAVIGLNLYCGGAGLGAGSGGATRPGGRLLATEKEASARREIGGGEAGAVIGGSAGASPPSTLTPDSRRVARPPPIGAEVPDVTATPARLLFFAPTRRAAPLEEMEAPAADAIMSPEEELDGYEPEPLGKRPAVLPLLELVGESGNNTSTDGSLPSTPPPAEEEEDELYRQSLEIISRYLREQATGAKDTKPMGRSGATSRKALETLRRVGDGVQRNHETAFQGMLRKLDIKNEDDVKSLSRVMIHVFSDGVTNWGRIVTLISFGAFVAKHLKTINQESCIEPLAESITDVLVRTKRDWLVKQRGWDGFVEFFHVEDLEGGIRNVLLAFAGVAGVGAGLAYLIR
Efflux pump mplx: inhibitors of Candida efflux pumps in yeast, primary screen, S. cerevisiae, Nile Red, multiplex. S. cerevisiae Candida pump triplex. inhibition, % at 10 µM. actives 0.44% (n = 330,000). AID 485275, 2010;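 active = plate passing quality check with inhibition over a set limit, or well fluorescence over plate mean plus 4 SD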;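 also: Nile Red retained in pooled yeast measured as flow cytometry median fluorescence; 0% = buffer negative control and 100% = Enniatin B positive control; higher means more Nile Red kept so more efflux inhibition; some compounds called inactive have numbers as strong as hits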
* = called active by the depositor; . = no result given. No enrichment for hits. Share with any hit: about 2.3%.

SMILES	BCLXL inh	ZTA counter	GLD-1 TGE inh	MEX-5 binding	EBNA-1 inhibitor	CR mimetic SO	Fam108B inh	MCL1-BIM inh	Efflux pump mplx
O=C(C1CCN(S(=O)(=O)N2CCOCC2)CC1)N1CCN(Cc2ccccc2)CC1	5	4	3	-3.1	-10	101	-8	12	0.3
COc1ccc(Cc2nc3ccc(C(=O)NC4CCOC4)cc3o2)cc1 (stereo not given)	-3	5	-7	2.2	-6	90	-6	-6	0.6
COc1ccc([N+](=O)[O-])c(OC)c1C(=O)NC(=O)Nc1nc(C)cc(C)n1	4	-11	2	.	9	78	1	4	-0.2
CCC(=O)Nc1ccccc1N1CCN(S(C)(=O)=O)CC1	0	13	0	1.1	8	90	10	2	-0.1
Cc1nc2ccccn2c1C(=O)N/N=C/c1cc(C)n(-c2ccc(Br)cc2)c1C	3	8	1	1.2	-4	95	4	6	0.1
CC(C)CC(c1nnnn1C(C)C)N1CCN(c2ccccc2)CC1 (stereo not given)	2	-3	8	2.6	2	87	0	-1	0.0
COc1cccc(NC(=O)C2CCC2)c1	-3	-9	3	.	-6	.	-5	-6	.
Cc1nc(N)ncc1-c1ccc2c(c1)OCO2	3	-8	2	-1.6	4	101	2	-4	-0.1
COc1ccc(NC(=O)c2cccc(NC(=O)c3ccco3)c2)c(OC)c1	-1	7	6	-5.0	-15	85	-2	-8	0.0
O=C(O)c1ccc(Cl)c(S(=O)(=O)N(Cc2ccccc2)c2ccccc2)c1	3	1	11	0.0	3	98	-1	7	-0.1
C=CCc1c(C)nc(SCc2nc3ccccc3c(=O)[nH]2)[nH]c1=O	9	5	-5	2.1	-2	108	4	8	0.0
CCO[C@@H]1OC(C(=O)NC2CC2)=C[C@H](c2ccccc2)[C@H]1CCCO	-7	-4	3	-1.5	0	103	0	-15	0.0
COc1cc2c(cc1NC(=O)COC(=O)c1ccccc1)oc1ccccc12	1	10	1	-0.4	11	101	7	-5	0.0
Cc1ccc(NS(=O)(=O)c2cccc(C(=O)Nc3cc(C)on3)c2)cc1	10	-7	3	-0.7	6	97	-2	12	-0.4
COC(=O)c1ccccc1NC(=O)C(C)n1nc(C)c2c(C)n(-c3ccccc3)nc2c1=O (stereo not given)	8	-1	-1	.	-2	84	0	1	0.0
CCCN1CCC(CCOc2ccccc2)(C(=O)OCC)CC1	1	-12	5	0.5	-15	83	-1	4	0.0
CC(NCc1ccc(S(N)(=O)=O)cc1)C(=O)N1CCc2ccccc21 (stereo not given)	-2	-10	1	-0.3	-8	98	-1	-2	0.0
O=C(c1ccccc1-c1ncc[nH]1)N1CCc2c([nH]c3ccccc23)C1c1ccccn1 (stereo not given)	6	-5	3	0.2	7	77	-3	1	-0.2
COc1ccc(CCNC(=O)COc2ccc(S(=O)(=O)NCC(C)C)cc2Cl)cc1OC	-3	-1	-4	0.4	-2	96	1	-8	-0.3
Cc1ccc2oc(=O)n(CC(=O)N3CCOCC3)c2c1	2	-1	-7	0.9	-6	99	2	5	0.0
COC/C=C/C1=CC2=CC(=O)C(C)(OC(=O)c3cnc4ccccc4n3)C(=O)C2=CN1CC1CC1 (stereo not given)	25	4	8	-4.8	-1	90	0	29	0.0
CN(C)CCCn1c2c(c(SCC(=O)Nc3cccc4ccccc34)nc1=O)CCCC2	10	-4	6	1.7	6	90	-2	7	0.1
CCC1CCCCN1C(=O)c1ccc(OC2CCN(Cc3ccccn3)CC2)cc1 (stereo not given)	4	-3	4	3.1	6	97	-3	1	-0.3
COCCn1c(COC)nc2ccccc21	2	4	7	0.2	10	96	7	2	0.1
Cc1ccc(NC(=O)CC2(CC(=O)O)CCCC2)cc1	2	5	3	1.2	1	102	0	-3	-0.1
COC(=O)c1ccc(NC(=O)CN2CCN(c3ccc(Cl)cc3)CC2)cc1	2	-8	1	3.0	-8	77	1	4	0.1
CCN(CC)S(=O)(=O)c1cccc(C(=O)Nc2ccc3c(c2)OCO3)c1	3	6	-1	.	11	105	0	-3	-0.1
CC(C)(CSc1ccccn1)NS(=O)(=O)c1ccccc1	4	8	5	0.0	18	102	-1	7	-0.1
COc1ccc(N2CCN(S(=O)(=O)c3c(C)n(C)c(=O)n(C)c3=O)CC2)cc1	3	6	0	-1.4	9	96	-1	8	0.4
COc1ccc(C(=O)Nc2ccc3cn[nH]c3c2)c(OC)c1	7	1	-2	1.7	-4	107	-4	5	0.0
O=C(O)c1[nH]c2ccccc2c1C(c1cc(Cl)cc([N+](=O)[O-])c1O)c1c(C(=O)O)[nH]c2ccccc12	12	11	9	-61*	-3	133	13	51*	0.0
CCOC(=O)c1c(NC(=O)C2CC(Cl)=CCC2C(=O)O)sc2c1CC(C)(C)OC2 (stereo not given)	1	7	-4	0.5	-10	111	-3	11	0.2
CN1CCN(c2ccc(S(=O)(=O)N3CCCCC3)cc2[N+](=O)[O-])CC1	3	11	3	-2.5	2	96	1	-5	-0.1
COc1cc(C(=O)Nc2ccc(N(C)C)cc2)c([N+](=O)[O-])cc1OC	0	10	7	1.8	1	84	3	-4	0.0
O=C(N/N=C/c1ccc2c(c1)OCO2)c1ccccn1	-1	-4	-1	0.1	7	90	-3	-3	0.1
CC(C)Oc1ccc2ccccc2c1C=O	3	-24	1	-0.5	5	105	-5	4	-0.1

4 compounds from above with just Efflux pump mplx and MCL1-BIM inh.
SMILES,Efflux pump mplx,MCL1-BIM inh
COC(=O)c1ccc(NC(=O)CN2CCN(c3ccc(Cl)cc3)CC2)cc1,0.1,4
CCN(CC)S(=O)(=O)c1cccc(C(=O)Nc2ccc3c(c2)OCO3)c1,-0.1,-3
CC(C)(CSc1ccccn1)NS(=O)(=O)c1ccccc1,-0.1,7
COc1ccc(N2CCN(S(=O)(=O)c3c(C)n(C)c(=O)n(C)c3=O)CC2)cc1,0.4,8

(cont.)
SMILES	BCLXL inh	ZTA counter	GLD-1 TGE inh	MEX-5 binding	EBNA-1 inhibitor	CR mimetic SO	Fam108B inh	MCL1-BIM inh	Efflux pump mplx
Cc1cc2nc(-c3ccc(SCC(=O)Nc4ccc(S(=O)(=O)NC5CC5)cc4)nc3)[nH]c2cc1C	-9	12	-9	4.2	8	114	-62	-43	-4.3
CN1C(=S)SC(/[N+]([O-])=C/c2cccnc2)C1(C)C (stereo not given)	-2	-4	-10	0.6	16	104	1	-5	0.0
Cc1cc(C)c2ccc(N)nc2c1O	3	-2	-4	-4.7	-3	87	-4	8	-0.1
O=c1c2c([N+](=O)[O-])cc([N+](=O)[O-])cc2sn1-c1ccc(Br)cc1	14	-19	4	.	-13	94	6	36	0.0
S=c1[nH]nc(Cn2c(-c3ccccn3)nc3ccccc32)n1-c1ccc2c(c1)OCCO2	-9	-2	5	-0.4	-7	100	-4	-7	0.2
O=C(NCC1CCCO1)c1nn2c(c1Cl)NC(c1ccc(F)cc1)CC2C(F)(F)F (stereo not given)	6	4	2	.	0	108	0	1	0.5
CNC(=O)C1=NCCCc2cc(OC)c(OC)cc21	6	-5	1	-1.2	3	92	-1	13	-0.1
CC1CCCC(NC(=O)C2CCN(S(=O)(=O)c3cccc4nonc34)CC2)C1C (stereo not given)	5	0	9	3.3	6	100	-1	3	0.1
O=C(N/N=C/c1cc(Br)c(O)c(Br)c1)c1cccnc1	-2	19	2	-1.6	4	90	1	-3	0.2
COc1ccccc1CNC(=O)CN1C(=O)NC(C)(c2ccc(C(C)(C)C)cc2)C1=O (stereo not given)	-4	-15	5	-1.5	-8	107	0	-6	0.1
CNC(=O)c1ccccc1F	4	0	-3	0.6	-2	103	0	5	0.0
CCOC(=O)c1ccccc1NC(=O)CN(c1cccc(OC)c1)S(C)(=O)=O	4	6	-3	0.5	9	99	3	1	-0.3
COc1ccc(OCC(=O)N2CCN(C(=O)c3ccccc3)CC2)cc1	1	7	3	0.2	-12	103	-7	5	0.2
COc1ccc(Br)cc1S(=O)(=O)Nc1ncccc1C	3	-6	-4	-1.8	-3	89	4	9	-0.1
COC(=O)c1ccc(NC(=O)c2cccc(OC)c2)cc1	3	-8	-5	-0.5	-2	104	1	1	0.3
O=C(NNS(=O)(=O)c1ccc(F)cc1)c1ccc([N+](=O)[O-])cc1	2	-1	-6	-0.2	-10	125	2	5	0.0
C=CCN(CC=C)S(=O)(=O)c1ccc(C(=O)Nc2sc3c(c2C(N)=O)CCCCC3)cc1	8	13	-2	0.7	0	84	-17	2	0.1
COc1ccc(C(=O)Nc2ccc3c(c2)C(=O)NC3=O)cc1	1	10	-3	-1.7	33*	92	-25	2	0.4
Cc1cc(NC(=O)CSCC(=O)Nc2nc3ccccc3s2)no1	7	6	5	.	.	78	.	15	-0.3
O=C(NCCCN1CCCC1=O)c1ccc(S(=O)(=O)Nc2ccccc2)cc1	-3	-1	7	-1.5	1	90	-1	-6	0.1
NC(=O)C1CCN(C(=O)Cc2ccsc2)CC1	2	-19	1	3.5	-3	112	-4	2	-0.1
COCCCNC(=O)CN(c1ccc(F)cc1)S(=O)(=O)c1ccc2c(c1)OCCO2	6	-5	-2	-0.6	5	91	0	4	0.0
COC(=O)c1cn[nH]c1N	8	11	0	.	2	86	2	18	-0.3
CC1(C)C(=O)N(c2ccccc2Cl)C(=O)c2ccccc21	-5	3	2	1.8	0	93	0	-8	0.2
COc1ccc2oc(C(=O)N3CCN(C(c4ccccc4)c4ccccc4)CC3)c(C)c2c1	0	1	1	1.8	1	100	-4	5	0.1
Nc1ccccc1-c1nnn(CC(=O)N2CCCc3ccccc32)n1	5	-6	5	0.5	-4	111	2	0	-0.1
O=C1CN(C(=O)COC(=O)c2cccc(OCc3ccccc3)c2)c2ccccc2N1	-3	-7	6	-1.7	-18	99	0	-6	0.1
CC(NCCC1(C(C)C)CCOC(C)(C)C1)c1cccs1 (stereo not given)	-4	-17	4	1.8	-5	113	-1	-5	0.1
COc1cccc2c1OCC(CN1CCN(CCC(C)C)C(CCO)C1)=C2 (stereo not given)	-1	-4	0	-1.2	10	84	9	4	-0.1
COc1ccc(/C=C/C(=O)OCC(=O)c2ccc(S(=O)(=O)N3CCCCC3)cc2)cc1OC	-5	-17	-2	0.8	6	112	-3	-11	-0.1
O=[N+]([O-])c1cnn(-c2nc(-c3ccco3)cc(C(F)(F)F)n2)c1	2	14	3	1.0	8	105	1	-3	-0.1
COc1ccc(CNC(=O)Cc2cn(C)c3ccccc23)c(OC)c1	2	-10	2	-1.4	-15	101	2	-6	0.2
O=C(Nc1cccc(S(=O)(=O)N2CCCCC2)c1)c1c2c(nc3ccccc13)CCN(Cc1ccccc1)C2	8	5	0	2.1	14	84	-13	3	-0.4
Cc1nc2cc(C(=O)N3CCc4ccccc43)ccc2n1-c1ccc(F)c(F)c1	0	1	5	0.4	12	90	2	0	-0.1
O=C1N/C(=N\N=C\c2cccs2)SC1Cc1cccc(Cl)c1 (stereo not given)	2	-3	6	-1.2	3	85	-2	7	-0.7
CCCCN(C(=O)C(C)N1C(=O)c2ccccc2C1=O)c1c(N)n(CCCC)c(=O)[nH]c1=O (stereo not given)	0	4	-3	.	.	72	.	-5	-0.1
O=C(COC(=O)CCNS(=O)(=O)c1cccc(C(F)(F)F)c1)NC(=O)NC1CCCCC1	-1	0	6	0.5	8	109	1	-1	0.1
